Rtt109 HAT inh – inhibitors of C. albicans Rtt109/Vps75 HAT, primary screen, biochemical, ThioGlo CoA-SH fluorescence, plate reader; Histone acetyltransferase RTT109 (Candida albicans (strain SC5314 / ATCC MYA-2876)), …; purified Rtt109/Vps75, 4 h; inhibition, % at 34.9 µM; 330,000 compounds, 0.16% hits;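 active = inhibition of at least 50% in every replicate; inconclusive = best replicate reaches 50% inhibition but some replicates fall short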
Target sequence (Q5AAJ8 whole entry, looked up): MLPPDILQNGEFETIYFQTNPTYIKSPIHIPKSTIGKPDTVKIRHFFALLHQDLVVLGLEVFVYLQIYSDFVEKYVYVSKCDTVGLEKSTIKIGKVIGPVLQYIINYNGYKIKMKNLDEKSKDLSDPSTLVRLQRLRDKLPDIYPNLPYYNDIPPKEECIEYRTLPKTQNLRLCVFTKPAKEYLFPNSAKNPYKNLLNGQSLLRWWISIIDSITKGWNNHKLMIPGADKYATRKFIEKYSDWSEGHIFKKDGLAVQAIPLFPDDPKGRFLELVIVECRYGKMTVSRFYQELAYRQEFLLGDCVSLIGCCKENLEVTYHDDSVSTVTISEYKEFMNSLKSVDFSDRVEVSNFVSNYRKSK
DAGLB inh – DAGLB lipase inhibitors, primary screen, biochemical, fluorescence, HTS | Diacylglycerol lipase-beta (Homo sapiens), Q8NCG7 | 340,000 compounds, 0.059% hits | inhibition, % at 5.17 µM | HEK293T DAGLB membrane lysate, EnzChek fluorogenic substrate | AID 504411, 2011; in the data active = inhibition above about 34%;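 also: 0% = enzyme with vehicle and 100% = wells lacking enzyme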
Target sequence (Q8NCG7 whole entry, looked up): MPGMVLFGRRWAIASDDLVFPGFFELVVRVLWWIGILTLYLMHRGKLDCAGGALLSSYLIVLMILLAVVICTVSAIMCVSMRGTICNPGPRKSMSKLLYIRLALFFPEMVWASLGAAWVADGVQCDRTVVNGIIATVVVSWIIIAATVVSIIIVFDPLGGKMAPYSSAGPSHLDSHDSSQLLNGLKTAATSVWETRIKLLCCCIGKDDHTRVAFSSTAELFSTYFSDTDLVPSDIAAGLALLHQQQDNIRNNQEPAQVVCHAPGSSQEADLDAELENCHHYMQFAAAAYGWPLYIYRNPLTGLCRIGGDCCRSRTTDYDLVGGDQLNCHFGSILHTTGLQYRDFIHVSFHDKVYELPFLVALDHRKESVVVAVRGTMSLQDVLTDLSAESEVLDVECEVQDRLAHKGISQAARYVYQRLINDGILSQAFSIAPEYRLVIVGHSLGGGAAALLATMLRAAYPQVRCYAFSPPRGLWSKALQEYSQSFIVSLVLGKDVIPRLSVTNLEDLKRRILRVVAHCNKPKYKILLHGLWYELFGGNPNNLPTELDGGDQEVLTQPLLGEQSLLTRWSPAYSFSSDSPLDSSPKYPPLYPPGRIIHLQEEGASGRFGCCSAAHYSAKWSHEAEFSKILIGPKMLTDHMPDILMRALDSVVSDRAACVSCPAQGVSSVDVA
Wnt bcat act – Wnt/beta-catenin pathway activators, primary screen, cell-based, plate reader, single point | Wnt/beta-catenin reporter cell assay, activator | activation, % at 9.35 µM | 300,000 compounds, 1.2% hits | AID 743398, 2014; in the data active = activation above about 30%, passing the limit was not always enough; inconclusive = no clear call, values can overlap the other calls;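 also: 0% = neutral control wells and 100% = positive control wells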
AddAB inh – growth inhibition of E. coli expressing H. pylori AddAB, primary screen, AddAB inhibitor project, absorbance; inhibition, % at 11.9 µM; 330,000 compounds, 0.29% hits; in the data active = inhibition above about 12%;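 also: 0% = vehicle wells of infected cells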
Tat export inh – E. coli Tat export inhibitors, primary screen, MC4100, TorA-mCherry reporter, fluorescence, single point | AID 488895, 2010 | inhibition, % at 10 µM | 340,000 compounds, 0.036% hits;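 active = mean replicate inhibition at least 50% and at least half of replicates individually reaching 50%; inconclusive = only one of the two criteria met; inactive = neither criterion met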;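 also: exported cargo escapes ClpAP degradation while cytoplasmic cargo is degraded and loses fluorescence; 0% = median of neutral control wells and 100% = median of NaSCN control wells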
phage Ecoli inh – growth loss of phage-infected E. coli, primary screen, RecBCD inhibitor project, absorbance, with phage, HTS; inhibition, % at 11.9 µM; 360,000 compounds, 0.26% hits; in the data active = inhibition above about 11%
Ecoli viability – E. coli V3065 growth inhibition, primary screen, counter-screen for AddAB inhibitor project, absorbance, OD600 | 18 h | inhibition, % at 11.9 µM | 330,000 compounds, 0.27% hits;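 active = inhibition above the campaign's mean inhibition across all tested compounds plus 3 SD, cut at about 9.9% in these data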;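 also: uninfected addAB+ strain grown without phage in ampicillin broth; 0% = DMSO wells and 100% = ciprofloxacin 0.95 µg/ml wells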
PfHsp90 yeast 2 – growth inhibition of PfHsp90-expressing yeast, primary screen, antimalarial PfHsp90 inhibitor project, S. cerevisiae, BacTiter-Glo luminescence, single point, set 2. BacTiter-Glo ATP, 48 h; yeast lacking PDR1 and PDR3 efflux regulators. inhibition, % at 9.4 µM. 310,000 compounds, 0.32% hits;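 active = every replicate shows inhibition above about 80%, whatever the replicate mean, limit read from the data; inconclusive = mean inhibition reaches the set limit but some replicate falls short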;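 also: 0% = DMSO neutral controls and 100% = 20 µM radicicol positive controls; yeast relying on Plasmodium falciparum Hsp90 in place of its own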
CAL PDZ FP – CAL PDZ peptide-binding inhibitors, primary screen, biochemical, fluorescence polarization, Cer-tagged CAL PDZ, HTS; Golgi-associated PDZ and coiled-coil motif-containing protein (Homo sapiens), Q9HD26; purified CAL PDZ, TMR-peptide fluorescence polarization, 1 h; inhibition, % at 20 µM; 330,000 compounds, 0.02% hits; AID 504414, 2011;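 active = highest replicate inhibition of at least 40%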;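 also: plate controls were DMSO neutral control wells for no effect and unlabeled competitor peptide control wells for full effect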
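System: tagged CAL PDZ domain. Schedule: 1 h room-temperature incubation prior to read. Signal: fluorescence polarization (mP). Measure: percent inhibition from loss of millipolarization.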
PvdQ inh – P. aeruginosa PvdQ acylase inhibitors, primary screen, biochemical, fluorescence, plate reader and imaging, single point | PvdQ acylase [Pseudomonas aeruginosa LESB58] | purified PvdQ acylase | inhibition, % at 10 µM | 340,000 compounds, 0.063% hits | AID 488965, 2010; in the data active = inhibition above about 30%, passing the limit was not always enough; inconclusive = no clear call, values can overlap the other calls;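 also: 0% = vehicle neutral wells and 100% = reference inhibitor wells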
Starred values were filed as active, the others as inactive; ? = inconclusive; nt = no result given.

SMILES	Rtt109 HAT inh	DAGLB inh	Wnt bcat act	AddAB inh	Tat export inh	phage Ecoli inh	Ecoli viability	PfHsp90 yeast 2	CAL PDZ FP	PvdQ inh
CCN(C[C@H]1N[C@@](C)(C(=O)OC)[C@H]2C(=O)N(Cc3ccccc3)C(=O)[C@@H]12)C(=O)c1ccccc1	-2	-3	-5	-0.8	-9	2.0	-2.5	18	-0.8	20
COc1ccc(C2N(c3cc(Cl)ccc3OC)C(=O)C3CCCN32)cc1OC (stereo unspecified)	-5	-1	-1	3.5	11	3.3	-0.5	4	0.3	-25
Cc1ccc(OCC(O)CN2CCOCC2)c(C)c1 (stereo unspecified)	-6	-1	1	0.2	5	1.2	1.0	13	-1.2	-6
Cc1occc1C(=O)Nc1cccc(C(F)(F)F)c1	-4	-3	nt	1.2	5	1.5	-1.8	7	-1.3	-18
COC(=O)COc1ccc(-n2cnnn2)cc1	nt	-2	-7	0.5	?	4.3	2.7	15	-2.2	-23
Cc1cc(C)c2cc(CN(CCO)C(=O)Nc3ccc(F)cc3)c(=O)[nH]c2c1	0	4	nt	-1.9	-7	1.6	1.3	5	-2.3	2
COC(=O)c1[nH]c(C)c(/C(O)=C2\C(=O)C(=O)N(CCN(C)C)C2c2ccccc2OC)c1C (stereo unspecified)	-8	0	nt	3.0	-8	1.1	1.9	6	0.2	-6
COc1cc(NC(=O)C2CCN(S(=O)(=O)c3ccc(Cl)cc3)CC2)ccc1-n1cnnn1	-2	-1	2	4.4	0	3.0	2.4	nt	-4.0	-8
O=C(O)CCc1ccc(-c2ccccc2)n1-c1cccc(O)c1	-1	1	12	-1.4	-1	2.5	-0.2	1	-2.6	-16
COc1ccc(C)cc1NC(=O)CSc1nnc(-c2cc(C)[nH]n2)n1N	-1	3	-3	2.0	-9	2.3	-2.1	5	-1.5	-5
COc1ccc(CNC(=O)c2ccc3c(c2)NC(=O)C(C)S3)cc1 (stereo unspecified)	-2	-3	6	1.1	1	1.2	0.6	-41	-1.9	-10
CN(C)c1nc(N2CCN(c3ccccc3)CC2)c(C#N)c(=O)o1	5	0	-1	-0.3	-7	1.2	1.9	nt	-1.5	-11
CCN(C(=O)COC(=O)c1cccnc1SC)c1c(N)n(Cc2ccccc2)c(=O)[nH]c1=O	-8	2	0	2.9	6	3.1	0.3	-75	-0.1	-8
CCCCCc1ccc(-c2nnc(N)s2)cc1	-11	0	-1	0.2	-1	4.0	-0.9	14	-0.6	-11
CC(C)(C)c1nnc(N/N=C/c2ccc(O)cc2)n(N)c1=O	-4	-1	-1	1.5	-2	4.7	0.7	-25	0.2	-2
CCCCC1CCC(c2ccc(C(N)=O)cc2)CC1 (stereo unspecified)	10	-2	-1	2.2	4	4.4	2.3	0	-2.7	-1
O=C(NCC1CCCCC1)c1ccco1	-1	-1	nt	0.8	-6	3.1	-0.2	nt	-2.9	-14
COc1ccc(C(C(=O)NC(C)C)N(C(=O)CCC(=O)Nc2nccs2)c2ccccc2F)cc1 (stereo unspecified)	11	0	-2	1.2	-4	2.3	-1.5	10	0.3	0
O=C(COc1ccc(Cl)cc1)Nc1cccc(-c2ccc(N3CCOCC3)nn2)c1	-8	-2	30	-0.1	-3	3.7	2.5	20	-2.4	-4
CC(C)COC(=O)n1c(SCC(=O)N(C)C)nc2ccccc21	6	-1	nt	1.5	-14	3.0	3.0	3	-1.6	-5
Cc1cc(=O)oc2cc(OCC(=O)N3c4ccccc4CC3C)ccc12 (stereo unspecified)	-5	-1	nt	2.4	3	2.5	-0.3	-4	-0.8	4
O=C(CO)C(O)C(O)C(O)CO (stereo unspecified)	-6	-3	-1	-3.3	1	5.5	1.1	1	0.2	-5
C[C@@H](C(=O)Nc1ccc2ccccc2c1)[C@@H]1C[C@@]1(C)[C@@H](NC(=O)c1ccccc1)c1ccccc1	2	-4	8	-2.6	-9	2.9	2.5	nt	0.1	-12
CCOc1cc(CNCCN(C)C)c(Cl)cc1OCC(=O)NCCc1ccccc1	1	2	-4	-3.0	2	-1.2	-0.7	6	-2.9	-3
COc1cc(OC)cc(C(=O)Nc2ccccc2C(=O)NCc2cccnc2)c1	3	-4	-3	3.4	7	-3.6	-0.3	7	-2.9	0
COc1ccccc1Nc1cc(N2CCOCC2)c2nonc2c1[N+](=O)[O-]	4	-3	-6	1.2	-13	5.4	-3.0	-3	-0.4	15
COc1ccc(C(=O)N2CC3(CC(c4cccc(NC(=O)CC(c5ccccc5)c5ccccc5)c4)=NO3)C[C@H]2C(N)=O)cc1 (stereo partly specified)	7	2	-1	1.1	0	0.5	-2.9	10	-6.8	-7
O=C(Nc1cccc(S(=O)(=O)Nc2ccccc2Cl)c1)c1ccc(N2CCCC2)c([N+](=O)[O-])c1	-6	10	1	4.5	3	2.8	-1.9	-10	-1.9	-6
N#C/C(=C\c1cn(CC(=O)N2CCCCC2)c2ccccc12)C(=O)NCc1ccc2c(c1)OCO2	-2	-1	nt	-0.5	3	3.2	0.3	-7	-2.1	2
Cc1nn(C)c2c(=O)c(=O)c2n(C)[nH]1	-4	2	10	4.1	5	1.9	0.8	4	0.1	-10
Cn1c(C(=O)Nc2ccc3c(c2)OCO3)cc2sccc21	-2	0	nt	2.5	3	2.3	2.4	-40	-2.4	-6
COC(=O)CN(c1nc(C)c(Br)c(OC)n1)S(=O)(=O)c1ccc(C)cc1	4	-5	nt	0.3	1	1.9	1.6	20	-4.0	-5
COc1cc(C(=O)NCc2nnc(SCC(=O)c3ccc(Cl)cc3)o2)cc(OC)c1OC	3	-3	-3	3.9	-1	1.5	-0.6	-14	-0.6	-11
CCN1CCN(CCCNC(=O)c2ccc3c(=O)n(CCc4ccccc4)c(=O)[nH]c3c2)CC1	-2	-4	2	4.4	-4	-0.9	-1.5	-2	-4.0	2
CCc1ccccc1NC(=O)C1CC(c2ccc(F)cc2)=NO1 (stereo unspecified)	-9	-4	nt	1.1	-7	3.1	3.3	3	-1.0	-14
Cc1ncc(CO)c(/C=N/NC(=O)c2cccc(S(=O)(=O)N3CCCC3)c2)c1O	-62	4	-7	-4.8	21	0.6	-3.5	nt	-5.3	-3
Cc1ccccc1/C=N/N=C1/NC(=O)CCS1	-7	0	16	-0.9	-2	1.1	0.3	5	0.6	-11
Cc1cccc(-n2nnnc2SCC(=O)c2cc(C)n(CC3CCCO3)c2C)c1 (stereo unspecified)	5	2	nt	2.3	-3	2.6	-0.7	-22	-0.1	-11
CCC(C)(NC(=O)c1cccc(N2C(=O)CSC2c2ccccc2)c1)C(=O)Nc1ccccc1C (stereo unspecified)	-2	-1	-4	1.6	2	1.0	-2.0	-8	-0.4	6
CCOC(=O)c1nc(NCc2ccccc2)c2ccccc2n1	11	1	2	-3.8	7	2.9	-3.0	-5	-4.8	-12
O=C(O)CCCC(=O)Nc1ccccc1C(=O)N1CCOCC1	6	-1	0	0.5	-1	2.9	0.6	-20	-1.3	-1
CCOC(=O)CNC(=O)CSc1ncnc2c1cnn2-c1ccccc1	nt	-3	nt	3.1	-1	2.9	-1.2	-20	-0.7	-7
COc1ccc(-c2coc3cc(O[C@@H]4O[C@H](CO)[C@@H](O)[C@H](O)[C@H]4O)c(OC)cc3c2=O)cc1	-5	-1	25	-1.1	-31	1.1	0.2	-19	-2.4	-12
Cc1cc(C)n2nc(SCc3ccccc3C(=O)O)nc2n1	-1	-1	1	-1.1	0	-0.7	-1.6	8	-0.2	-16
CC1=NNC(=O)C1Cc1c(Cl)cccc1Cl (stereo unspecified)	nt	-3	-3	1.3	2	0.7	-1.5	-6	0.7	0
O=C1c2ccccc2C(=O)N1CSc1nnc(Nc2ccccc2)s1	-5	nt	0	3.6	-7	4.5	-0.7	5	0.4	-8
COc1ccccc1/C=N/n1c(N)c(S(=O)(=O)c2cccs2)c2nc3ccccc3nc21	11	-2	nt	3.9	0	1.3	-0.6	-55	-1.4	-8
O=C(Nc1ccc(C(=O)O)cc1)/C(=C\c1ccco1)NC(=O)c1ccccc1	1	0	-1	-0.3	5	2.5	1.9	14	-2.3	18

In the list so far, these contain two or more sulfur atoms.
SMILES	Rtt109 HAT inh	DAGLB inh	Wnt bcat act	AddAB inh	Tat export inh	phage Ecoli inh	Ecoli viability	PfHsp90 yeast 2	CAL PDZ FP	PvdQ inh
O=C1c2ccccc2C(=O)N1CSc1nnc(Nc2ccccc2)s1	-5	nt	0	3.6	-7	4.5	-0.7	5	0.4	-8
COc1ccccc1/C=N/n1c(N)c(S(=O)(=O)c2cccs2)c2nc3ccccc3nc21	11	-2	nt	3.9	0	1.3	-0.6	-55	-1.4	-8

Other results
SMILES	Rtt109 HAT inh	DAGLB inh	Wnt bcat act	AddAB inh	Tat export inh	phage Ecoli inh	Ecoli viability	PfHsp90 yeast 2	CAL PDZ FP	PvdQ inh
CC1(C)CC(NC(=O)C2CCN(S(=O)(=O)c3ccccc3C(F)(F)F)CC2)CC(C)(C)N1	-6	0	4	0.9	5	1.7	1.8	10	1.3	-28
CCc1ccc(CN2C(=O)c3ccccc3C2C(=O)NCC2CCCO2)cc1 (stereo unspecified)	-2	2	0	3.2	-1	0.1	-1.0	-5	-0.5	-13
CNC(=S)c1cc(C(C)(C)C)c(O)c(C(C)(C)C)c1	0	-2	0	0.1	5	0.9	-2.3	-4	0.1	-11
O=C(N/N=C/c1cccnc1)c1cc(-c2ccccc2OCc2ccccc2)n[nH]1	-41	0	3	-1.9	13	0.5	0.0	-5	-10	-11
O=C(NCc1ccc2c(c1)OCO2)C1CCCN(S(=O)(=O)c2cccc3nonc23)C1 (stereo unspecified)	-27	2	nt	5.8	4	1.5	0.0	-21	-1.3	7
Cc1onc(-c2c(F)cccc2Cl)c1C(=O)N1CCc2ccccc2C1	8	-3	nt	0.5	-5	4.4	0.1	-1	-1.4	-10
Cc1ccc(C)n1CCN1CCN(S(=O)(=O)c2ccc(F)cc2F)CC1	0	0	-1	0.2	0	3.2	-1.5	1	-1.2	12
COc1ccc(-c2nc3ncccn3c2Nc2ccccc2)cc1	-19	-1	0	2.0	1	3.2	-1.4	7	-1.3	14
Cc1c(NC2=CC(=O)CC(C)(C)C2)c(=O)n(-c2ccccc2)n1C	-3	-2	0	-1.0	-3	3.1	0.9	-10	-0.7	-7
COc1ccc(C(CNC(=O)CN2C(=O)NC3(CCCC3)C2=O)N(C)C)cc1 (stereo unspecified)	27	-1	3	1.5	7	4.2	1.4	13	0.5	2
CC1(C)CC(=O)c2cc(C(=O)NNc3ccccc3)c(=O)n(-c3ccccc3)c2C1	12	3	-5	2.3	8	3.8	0.7	-1	0.1	-13
CCn1cc(S(=O)(=O)CC(=O)Nc2cc(C)ccc2C)c2ccccc21	-9	0	0	1.2	-2	2.7	1.3	-26	-0.2	-6
COc1cccc(OCCCOc2ccccc2C(C)C)c1	5	-17	-3	0.0	0	0.8	0.1	7	-2.9	4

High-throughput results (PubChem BioAssay)
